# FBPA Giardia inh = inhibitors of Giardia lamblia fructose-1,6-bisphosphate aldolase. A8B2U2. purified Giardia FBPA. Potency, µM (titrated, usually from 59.6 µM), without a hit: at the top dose activity, negative = inhibition, actives largely listed as inhibitors. 0.71% of 290,000 active; also: potency is read from the fitted curve at half-maximal effect; % is scaled to controls: 0 for no effect and ±100 for the full control effect; nearly all actives have a fitted effect of over 55% in size
# Target sequence (A8B2U2 whole entry, looked up): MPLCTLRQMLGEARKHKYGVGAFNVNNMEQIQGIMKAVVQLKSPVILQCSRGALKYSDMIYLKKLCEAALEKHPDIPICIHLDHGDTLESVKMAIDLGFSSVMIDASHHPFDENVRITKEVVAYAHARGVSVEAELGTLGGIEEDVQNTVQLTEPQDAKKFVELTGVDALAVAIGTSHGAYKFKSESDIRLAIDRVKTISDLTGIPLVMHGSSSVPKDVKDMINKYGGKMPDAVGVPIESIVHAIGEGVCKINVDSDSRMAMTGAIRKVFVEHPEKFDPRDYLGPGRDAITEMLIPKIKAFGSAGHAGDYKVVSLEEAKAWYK
#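 40 nM FBPA preincubated 10 min at RT with compound (up to 57.5 uM final), then substrate plus GAPDH/TPI/NAD/arsenate coupling and diaphorase/resazurin added. Fluorescence read after 20 min at RT, 525/598 nm.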
# AmpC inh detg = AmpC beta-lactamase inhibition with detergent present | AmpC hydrolysis of nitrocefin, absorbance 480 nm, 0.01% Triton | Potency, µM (top dose mostly 114 µM), for inactives: top-dose activity change, negative = inhibition, most hits filed as inhibitors | 0.041% of 370,000 active | AID 485294;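 also: potency is read from the fitted curve at half-maximal effect; 0% = no-compound wells and -100% = no-enzyme wells; nearly all actives have a fitted effect of over 25% in size; some results filed as inactive show a strong effect at the top dose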
# Target sequence (P00811 whole entry, looked up): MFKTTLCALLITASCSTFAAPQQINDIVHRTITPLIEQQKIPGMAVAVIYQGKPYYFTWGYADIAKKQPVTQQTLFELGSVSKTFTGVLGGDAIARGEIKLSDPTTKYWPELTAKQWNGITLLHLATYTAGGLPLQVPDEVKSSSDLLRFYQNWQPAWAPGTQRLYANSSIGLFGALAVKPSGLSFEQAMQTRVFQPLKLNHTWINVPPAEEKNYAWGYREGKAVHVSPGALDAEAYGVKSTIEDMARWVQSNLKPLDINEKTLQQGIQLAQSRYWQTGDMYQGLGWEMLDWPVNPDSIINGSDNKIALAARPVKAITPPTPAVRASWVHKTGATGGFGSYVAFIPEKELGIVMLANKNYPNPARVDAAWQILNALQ
#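 AmpC (5.3 nM in the dispensed reagent) in 20 mM phosphate pH 7.0 with 0.01% (detergent screen) or 0.0001% Triton X-100 was preincubated with compounds for 15 min at room temperature. Nitrocefin was then added from an 800 uM solution, and hydrolysis was followed at 480 nm.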
# Shiga toxin inh = Shiga toxin inhibition; Vero cells, Shiga toxin protein synthesis inhibition reporter; inhibition, % at 38.7 µM; 9.2% of 290,000 active; in the data active = inhibition mostly above about 28%, no sharp cut-off; inactive = mostly below about 43%; also: 0% is about no effect
# HCMV antiviral = inhibitors of human cytomegalovirus | HFF cells, HCMV-luciferase reporter, 72 h; stronger effect = lower value | activity change, negative = inhibition, % at 57.5 µM | 4.5% of 410,000 active | AID 1259415; in the data active = activity change below about -60%; inconclusive = no clear call, values can overlap the other calls; inactive = above about -39%; also: % is scaled to controls: 0 for no effect and ±100 for the full control effect
#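 HFF cells seeded 16 h at 37C, treated with compounds, infected with luciferase-reporter HCMV at MOI 1 PFU/cell; luciferase read at 72 h post infection, normalized to buffer-only and Salinomycin controls.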
# AMA1-RON2 inh = inhibitors of Plasmodium falciparum AMA1-RON2 interaction | AlphaScreen AMA1-biotinylated RON2 peptide binding | 0.2% of 360,000 active | Potency, µM (highest dose often 58.2 µM), for the others: at the highest dose activity change, negative = inhibition, actives largely listed as inhibitors;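 also: potency is read from the fitted curve at half-maximal effect; 0% = vehicle wells and -100% = peptide control; nearly all actives have a fitted effect of over 45% in size; some results filed as inactive show a strong effect at the top dose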
#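 AMA1 (3D7) with his tag at 25 nM final met compounds first, then biotinylated RON2 peptide at 25 nM; detection used donor plus acceptor beads, 10 µg/mL apiece, read by AlphaScreen after 30 min at room temperature.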
# AmpC inh no detg = blocks E. coli AmpC beta-lactamase in detergent-free assay | 0.52% of 330,000 active | AID 485341 | AmpC nitrocefin hydrolysis, absorbance 480 nm, 0.0001% Triton | Potency, µM (doses to about 57.1 µM), for inactives: top-dose activity change, negative = inhibition, most hits filed as inhibitors;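 also: potency is read from the fitted curve at half-maximal effect; plate controls were no compound for no effect and no enzyme for full effect; nearly all actives have a fitted effect of over 20% in size; some results filed as inactive show a strong effect at the top dose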
#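 20 mM phosphate pH 7.0 + 0.01% (detergent screen) or 0.0001% Triton X-100; 5.3 nM AmpC reagent; cpd preinc 15 min RT; nitrocefin (800 uM stock) to start; A480 q20 s × 4 min; Activity was normalised to no-enzyme and no-compound control wells.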
# CHX counter = counter-screen for Shiga toxin inhibitors: cycloheximide protein synthesis inhibition. cell reporter, cycloheximide protein synthesis inhibition counterscreen. max response, %. 12% of 300,000 active; in the data active = max response mostly above about 13%, no sharp cut-off; inactive = mostly below about 14%; also: read at 38.3 µM for the half of the compounds with a filed dose; 0% is about no effect
# * hit, by the source's call; ? = inconclusive; nt = not tested or not shown; + = active, no number; & = joins results of further samples; [ ] = another dose, or the depositor's remark. Unless noted, calls follow the shape of the dose curve; as a rule, active = well fitted curve in the direction sought with a large enough effect; inconclusive = small, poorly fitted or top-dose-only effect, or another doubt; inactive = no such curve, though single readings can be large; an effect the other way counts as inactive or inconclusive.
smiles,FBPA Giardia inh,AmpC inh detg,Shiga toxin inh,HCMV antiviral,AMA1-RON2 inh,AmpC inh no detg,CHX counter
COC(=O)c1cc2c(ccn2C)n1C,-15%,-6%,30,-18,-17%,-8%,-8
Cc1cc(NC(=O)CN2C(=O)C3CC=CCC3C2=O)no1 (stereo unspecified),-2%,?,-12,32,4%,0%,-2
O=C(CN(CCc1ccccc1)C(=O)CNS(=O)(=O)c1ccc(F)cc1)NCC1CCCO1 (stereo unspecified),6%,?,20,-21,-1%,-1%,3
Oc1c(N=NC(=S)Nc2ccccc2F)c2ccccc2n1Cc1ccccc1F,2%,3%,18,-26,44%[activator],-29%,-4
O=C(Nc1ccc(F)cc1)N1CCCCCC1,-4%,4%,31*,35,-3%,-10%,15*
CNC(=O)c1sccc1-n1cccc1,3%,-6%,-23,36,-19%,-11%,2
COc1cccc(-c2nn(C)c3sc(C(=O)NCc4ccc5c(c4)OCO5)cc23)c1,-6%,?,-10,-26,-14%,-5%,-2
COc1cccc(/C=N/NC(=O)c2cnccn2)c1,-6%,-12%,86*,-31,8%[2.32 µM],-7%,75*
Cn1c(SCC(=O)NC2CCCCC2)nnc1-c1cc2cc(Cl)ccc2o1,-1%,?,4,18,7%,-3%,1
CCCCN(CCCC)C(=O)/C=C/c1cccc([N+](=O)[O-])c1,4%,6%,-2,-37,1%,4%,6
CN1CCN(/N=C/c2ccc(C#N)cc2)CC1,2%,-4%,81,-19,-6%,-22%,24*
Oc1ccc(Cc2ccc(Cl)cc2)c(O)c1,-7%,3%,19,-62*,-1%,-31%,-3
Nc1nnnn1CC(=O)N/N=C/c1cccs1,0%,-3%,25,3,-27%,-6%,17*
CC(=O)C(C)n1c(CN2CCN(C(=O)c3ccco3)CC2)nc2c1c(=O)n(C)c(=O)n2C (stereo unspecified),-2%,0%,12,0,-3%,2%,0
COc1ccc(-n2c(=O)[nH]c3c(C(N)=O)nc(C4CCCCC4)nc32)cc1,-2%,5%,-12,-38,12%,-10%,-7
Cn1ncc2c(Nc3ccc(O)cc3)nc(Cl)nc21,8%,-2%,-17,-8,7%,-21%,1
O=C(COc1ccc(C(=S)N2CCCC2)cc1)Nc1ccccc1C(F)(F)F,2%,4%,-11,-65*,-1%,-6%,-2
O=[N+]([O-])c1cc([N+](=O)[O-])c(Oc2c(F)cc(F)cc2F)cc1NN1CCCCC1,-1%,-8%,-6,?,-3%,-30%,-1
O=C(COC(=O)C1CC2C=CC1C2)Nc1cccc(S(=O)(=O)N2CCOCC2)c1 (stereo unspecified),4%,2%,10,3,-11%,0%,2
N#CC1=C(N)C(C#N)(C#N)[C@H](c2c(F)cccc2F)[C@H]2CC3(CC=C12)OCCO3,?,?,-3,-107*,20%,-21%,-2
CC1=C(C(=O)OCC2CCCO2)C(c2ccc(O)cc2)NC(=O)N1 (stereo unspecified),-1%,?,-7,40,-10%,-18%,-8
CC1=C(C(=O)Nc2cccnc2)C(c2ccc(C(C)C)cc2)n2ncnc2N1 (stereo unspecified),-2%,?,11,-22,-1%,-51%,-2
N#CCC(=O)Nc1ccc(C(=O)OCC(=O)NCCCc2ccccc2)cc1,4%,-4%,4,?,5%,?,-1
Cc1cccc(C)c1NC(=O)C(c1ccc([N+](=O)[O-])cc1)N1CCCCC1 (stereo unspecified),3%,-3%,-4,-4,-3%,-14%,2
CCN(CC)CCN=C(C)c1c(O)n(-c2ccccc2OC)c(=O)[nH]c1=O,2%,5%,10,-6,14%,-25%,-4
C#CCn1c(C)cc(C)c(S(=O)(=O)c2ccccc2)c1=O,3%,1%,100*,69,-2%,-9%,26*
CCOC(=O)N1CCN(S(=O)(=O)N2CCCC(C(=O)NCCc3ccc(Cl)cc3)C2)CC1 (stereo unspecified),15%,-12%,-5,0,-3%,110%[activator],-6
CS(=O)(=O)N1CCc2cc(C(=O)Nc3ccc(COCC(F)(F)F)cc3)ccc21,-8%,0%,nt,?,-2%,-6%,-8
C=CCOC(=O)C1=C(C)Nc2ncnn2C1c1cc(Br)ccc1F (stereo unspecified),-10%,2%,-11,-28,1%,-15%,-2
O=C(O)CCC(=O)NN1C(=O)c2ccccc2NC1c1ccco1 (stereo unspecified),3%,3%,13,-28,64%[activator],-4%,2
Cc1nc(N2CCN(c3ccccc3)CC2)nc2c1C(=O)CC(C)C2 (stereo unspecified),6%,-5%,-11,-39,-7%,-12%,-2
O=C(CSc1ccc2nnc(-c3ccccn3)n2n1)Nc1ccccc1C(F)(F)F,1%,-3%,-17,7,?,-12%,3
CCN(C(=O)CSc1nc2ccc(C)cc2[nH]1)C1CCS(=O)(=O)C1 (stereo unspecified),nt,nt,nt,-29,8%,-13%,nt
CC(C)c1cccc(C2=CC(=O)C[C@H](c3ccc(F)cc3)C2)c1,nt,5%,nt,?,25%,-28%,nt
O=C(COC(=O)CCc1c[nH]c2ccccc12)Nc1ccccc1,nt,-2%,nt,-2,-13%,-21%,nt
CCCCC(=O)Nc1ccc(C(=O)NCC(=O)OC)cc1,0%,-7%,-2,19,0%,-14%,-2
CC(=O)Nc1oc(-c2cccc3ccccc23)nc1C#N,nt,1%,nt,6,nt,-18%,nt
COc1ccc2c(c1)c(=O)oc1c(C)c(OC(C)C(=O)NCC3CCC(C(=O)O)CC3)ccc12 (stereo unspecified),-19%,-6%,14,1,-5%,-25%,-1
O=C(NC1CC1)C1=C[C@@H](c2csc3ccccc23)C[C@@H](OCCCCO)O1,0%,-2%,-4,-37,-1%,159%[activator],-7
Cc1cccc(CS(=O)(=O)Cc2ccc(C(=O)NCc3ccccc3)o2)c1,nt,6%&2%,-3,-14&-10,-8%,-14%,-4
CC(=O)Nc1ccc(NC(=O)CN(c2ccccc2Cl)S(C)(=O)=O)cc1,1%,?,4,-4,-3%,-8%,-4
COc1ccc2nc(NC(=S)N(C)C)sc2c1,30%,9%,68*,?,-16%,-14%,47*
COc1ccc(C2=NS(=O)(=O)N(C)C(C(=O)NCc3ccccn3)=C2)cc1,10%,-6%,-6,7,113%[activator],0%,1
Cc1cc(S(=O)(=O)N2CCC(NC(=O)C34CC5CC(CC(C5)C3)C4)CC2)ccc1-n1cnnn1,-6%,-4%,11,10,-3%,-7%,-1
CC(=O)OC1c2ccccc2C(=O)N1c1ccccc1C (stereo unspecified),2%,-8%,-9,0,1%,-15%,-2
Cc1nc2ccc(S(=O)(=O)N(C)CC(=O)NCc3ccc4c(c3)OCO4)cc2s1,6%,-13%,-25,22,-2%,-6%,1
COCCNC(=O)CCc1nnc(Cc2ccc(-c3ccccc3)cc2)o1,0%,-3%,-3,19,-1%,100%[activator],-1
O=C(Nc1nc2ccc(Br)cc2s1)c1ccco1,-1%,-18%,nt,115,8%,-22%,30*
O=S(=O)(c1ccc(-c2cc(C(F)(F)F)on2)s1)N1CCCC1,5%,-7%,-6,5,35%[activator],8%,-1
NC1=NC(=O)C(CC(=O)c2ccc(Cl)cc2)S1 (stereo unspecified),5%,0%,2,-12,4%,-16%,-4
Cc1ccc(C)c(OC(=O)c2cccnc2)c1,8%,-12%,nt,nt,2%,-10%,0
CCCCn1c(-c2ccccc2)nnc1-c1ccccc1,13%,2%,-20,-23,0%,0%,-4
C/C(N)=C(/C#N)C(=O)COC(=O)CCC1CCCC1,1%,2%,-4,-10,-11%,18%,9
COc1ccccc1NC(=O)C[n+]1ccccc1C,-11%,-2%,-7,21,1%,-9%,1
Cc1nn(Cc2ccc(F)cc2)c(C)c1NC(=O)c1nn(C)cc1Cl,4%,?,43,0,-7%,-8%,-1
COc1ccc(OCc2cccc(C(=O)Nc3ccc(CN4CCCCC4)cc3)c2)cc1,4%,?,+,-13,?,44%,127*
CCCCCCSc1ccc([C@H]2N[C@@](CC(C)C)(C(=O)OC)[C@H]3C(=O)N(CC)C(=O)[C@@H]23)cc1,nt,-11%,nt,71,10%,0%,nt
CCOC(=O)Cc1csc(NC(=O)CSc2ncnc3c2cnn3-c2ccccc2Cl)n1,-4%,-13%,-4,-17,-5%,66%[activator],1
COC(=O)CN1C(=O)C(O)(CC(=O)c2ccccc2)c2ccccc21 (stereo unspecified),1%,5%,-4,-28,4%,-8%,5
Nc1ccc(OCc2ccccc2)cc1,-14%,-11%,36*,57,-9%,-28%,17*

# Later entries:
smiles,FBPA Giardia inh,AmpC inh detg,Shiga toxin inh,HCMV antiviral,AMA1-RON2 inh,AmpC inh no detg,CHX counter
O=C(c1cc(-c2ccc(Cl)c(Cl)c2)on1)N1CCCCCC1,-1%,1%,36*,1,-10%,-9%,20*
CC(C)CN(C(=O)COC(=O)CCCc1c[nH]c2ccccc12)c1c(N)n(Cc2ccccc2)c(=O)[nH]c1=O,nt,-8%,-9,-24,1%,-23%,-1
CCOC(=O)c1c(C)[nH]c(C(=O)COC(=O)CCC(=O)c2ccc3c(c2)OCCO3)c1C,2%,-17%,9,-12,-8%,-4%,2
CS(=O)(=O)CCC(C(=O)OCc1ccc(Cl)cc1)N1C(=O)c2ccccc2C1=O (stereo unspecified),3%,-5%,-3,18,-4%,119%[activator],0
CCN(CC)CCOc1c(Br)ccc2c1sc1nc3n(c(=O)c12)CCC3,5%,-14%,1,-19,-3%,-1%,-4
CCOC(=O)C1CCCCN1C(=O)c1ccc2nc(Cc3ccc(OC)cc3)oc2c1 (stereo unspecified),nt,4%,12,-26,3%,118%[activator],6
COc1ccc([C@H]2CC(=O)C=C(/C=C/c3ccc(Cl)cc3)C2)cc1,nt,-1%,nt,18,-16%,-13%,nt
O=[N+]([O-])c1nn(-c2ccc3c(c2)OCCO3)n(O)c1=Nc1ccccc1,?,-3%,168*,-95*,?,-13%,142*
O=C(NC1CCCCC1)N1CCN(c2ccccc2)CC1,4%,-1%,15,-13,-10%,-10%,-3
O=C(NN=C1CCCC1)c1cccs1,-5%,-4%,91*,26,34%,-14%,63*

# Three compounds out of the list, arranged by molecular weight, smallest number first:
smiles,FBPA Giardia inh,AmpC inh detg,Shiga toxin inh,HCMV antiviral,AMA1-RON2 inh,AmpC inh no detg,CHX counter
O=C(c1cc(-c2ccc(Cl)c(Cl)c2)on1)N1CCCCCC1,-1%,1%,36*,1,-10%,-9%,20*
CCOC(=O)C1CCCCN1C(=O)c1ccc2nc(Cc3ccc(OC)cc3)oc2c1 (stereo unspecified),nt,4%,12,-26,3%,118%[activator],6
CCOC(=O)c1c(C)[nH]c(C(=O)COC(=O)CCC(=O)c2ccc3c(c2)OCCO3)c1C,2%,-17%,9,-12,-8%,-4%,2
